Assay outcomes from PubChem BioAssay.
TCR-CD3 inh: inhibitors of human TCR-CD3 interaction | TAMRA-labeled TCR probe fluorescence, biochemical | inhibition, % at 9.4 µM | 360,000 compounds, 0.37% hits | AID 651800; in the data active = inhibition above about 19%;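 note: recombinant mutant TCR 2C K166C tagged with TAMRA read by polarization; 0% = receptor in buffer alone and 100% = receptor with positive control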
TDP2 absorb: TDP2 (human) inhibition, absorbance primary screen | inhibition, % at 12.8 µM | recombinant TDP2, T5PNP hydrolysis, p-nitrophenol absorbance 415 nm | 370,000 compounds, 0.34% hits | O95551 | AID 720702;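 active = inhibition above the mean of all tested compounds plus 3 SD, set per campaign, cut at about 25% in these data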;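 note: 0% = DMSO with enzyme and 100% = buffer with substrate but no TDP2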
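Evaluation: % inhibition relative to enzyme-containing and enzyme-free wells. Material: recombinant human TDP2. Benchmarks: enzyme-free and DMSO wells. Timing: enzyme reaction with compound for 2 h at 37 °C. Compound dosing: 12.8 µM only. Measured by: p-Nitrophenol epi absorbance. Reagent: T5PNP substrate at 5 mM, a TopII-DNA adduct mimic. Replication: single well per compound.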
HTRA1 inh: inhibitors of human serine peptidase HTRA1; Q92743; recombinant HTRA1, FP-rhodamine activity-based probe, fluorescence polarization; inhibition, % at 5.96 µM; 340,000 compounds, 0.5% hits; AID 504803; in the data active = inhibition above about 36%;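 note: 0% = enzyme with DMSO and 100% = wells lacking enzyme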
SIAE primary: human SIAE inhibition, primary screen; 370,000 compounds, 0.69% hits; inhibition, % at 9.66 µM; Q9HAT2; SIAE FP-Rh probe binding, fluorescence polarization;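 active = inhibition above a cutoff: mean of compounds within the control limits plus 3 SD of those, cut at about 17% in these data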;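 note: 0% = plate median of compound wells and 100% = probe without SIAE protein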
Target sequence (Q9HAT2 whole entry, looked up): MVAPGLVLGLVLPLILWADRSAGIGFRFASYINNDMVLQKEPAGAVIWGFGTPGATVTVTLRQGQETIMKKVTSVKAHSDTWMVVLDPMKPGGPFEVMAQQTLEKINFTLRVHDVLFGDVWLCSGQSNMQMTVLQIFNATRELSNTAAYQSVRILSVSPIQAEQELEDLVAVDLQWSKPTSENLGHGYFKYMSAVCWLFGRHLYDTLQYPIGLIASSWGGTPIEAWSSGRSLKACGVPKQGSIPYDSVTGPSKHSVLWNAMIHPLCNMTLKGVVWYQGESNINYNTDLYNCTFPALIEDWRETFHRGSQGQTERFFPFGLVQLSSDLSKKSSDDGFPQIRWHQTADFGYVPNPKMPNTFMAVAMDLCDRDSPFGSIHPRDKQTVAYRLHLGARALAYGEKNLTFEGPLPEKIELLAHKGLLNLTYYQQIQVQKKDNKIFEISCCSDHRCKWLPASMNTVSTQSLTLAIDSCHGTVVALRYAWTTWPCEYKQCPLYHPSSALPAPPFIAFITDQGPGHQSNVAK
PG9 binder: PG9 antibody binding by small molecule. inhibition, % at 6.7 µM. TR-FRET gp120-PG9 antibody binding. 360,000 compounds, 0.43% hits; in the data active = inhibition above about 8.5%
LEDGF integ inh: blocks HIV-1 LEDGF/p75-dependent DNA integration; TR-FRET IN-LEDGF/p75 DNA integration, Eu/Cy5; inhibition, % at 3.7 µM; 370,000 compounds, 0.64% hits;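 active = inhibition above the screen-wide mean plus 3 SD, cut at about 13% in these data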;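 note: signal is the Cy5 over europium emission ratio at 671 and 618 nm; 0% = plate median of compound wells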
NR1D1 modulator: modulates human Rev-erb alpha binding to DNA. P20393. Rev-erbα–FITC-DNA binding, fluorescence polarization, 90 min. activity, % at 10 µM. 370,000 compounds, 0.79% hits. AID 1259318;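 active = activity above about 14%, limit read from the data; passing the limit was not always enough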;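 note: 0% = DMSO wells with 35 nM protein and 100% = DMSO wells with 750 nM protein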
rCAG binder: binds r(CAG) RNA repeats. r(CAG) RNA repeat, TO-PRO-1 dye displacement fluorescence. inhibition, % at 3 µM. 370,000 compounds, 1.3% hits. AID 651821;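 active = inhibition above the plate cutoff, the mean of all test compounds on that plate plus 3 SD, cut at about 35% in these data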;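 note: 0% = DMSO alone and 100% = 100 µM mitoxantrone as full dye displacement; higher means more dye released from RNA so lower well fluorescence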
PRMT1 inh: PRMT1 (human) inhibition, primary screen | Q99873 | recombinant PRMT1, activity-based probe fluorescence polarization | inhibition, % at 2.79 µM | 370,000 compounds, 1.3% hits;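 active = inhibition above about 21% made by adding two undisclosed values, limit read from the data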
Target sequence (Q99873 whole entry, looked up): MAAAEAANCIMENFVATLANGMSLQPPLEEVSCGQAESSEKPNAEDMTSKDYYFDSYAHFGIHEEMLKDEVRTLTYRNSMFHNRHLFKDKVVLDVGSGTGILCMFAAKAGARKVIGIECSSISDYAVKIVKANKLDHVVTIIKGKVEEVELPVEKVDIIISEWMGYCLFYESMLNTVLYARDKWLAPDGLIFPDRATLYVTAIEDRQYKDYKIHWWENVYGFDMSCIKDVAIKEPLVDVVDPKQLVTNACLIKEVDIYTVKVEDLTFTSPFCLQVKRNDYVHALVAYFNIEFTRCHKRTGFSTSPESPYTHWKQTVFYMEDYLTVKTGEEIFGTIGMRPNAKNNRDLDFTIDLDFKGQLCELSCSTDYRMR
mABHD4 FP: inhibitors of mouse ABHD4; purified mABHD4, FP-Rh probe fluorescence polarization; inhibition, % at 8.92 µM; 370,000 compounds, 0.54% hits;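 active = inhibition exceeding the mean over every tested compound plus 3 SD, cut at about 30% in these data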;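 note: 0% = plate median of compound wells and 100% = S159A mutant with DMSO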
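Assay system: wild-type mouse ABHD4 protein; compound: single nominal dose of 8.92 µM, 0.89% DMSO final; schedule: 45 min + 60 min at 25 °C; measured by: FP readout, ex 525 nm / em 598 nm; evaluation: % inhibition of FP-Rh probe binding versus controls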
* hit, by the source's call; . = not tested or not shown. The list is partial; the hit share may differ from the screen's.

Every second line gives: PG9 binder, TDP2 absorb, HTRA1 inh, rCAG binder, TCR-CD3 inh, mABHD4 FP, NR1D1 modulator, LEDGF integ inh, SIAE primary, PRMT1 inh
> CC(=O)c1c(O)c2cccc3c2n(c1=O)CCC3
    -2.4, -7, 2, 6, -3, 6, -1, 5, 6, 0
> O=[N+]([O-])c1cc(Cl)ccc1-c1nc(-c2ccccc2)no1
    2.4, 4, -9, 2, -8, -11, -1, -2, -3, 3
> CCOC(=O)C1=C(COC(=O)c2cc([N+](=O)[O-])ccc2Cl)NC(=O)NC1C (stereo not given)
    0.2, 13, 8, 1, 0, 2, -6, -2, 10, -2
> O=C1/C(=C/c2ccncc2)SC(=S)N1N1CCOCC1
    0.3, 9, 6, 2, -3, 1, -2, -2, 6, 5
> COc1cc(NC(=O)c2cccnc2)c(Cl)cc1NC(=O)c1ccccc1
    -1.1, 10, -2, 0, -1, 3, 8, 1, 2, -2
> COC(=O)c1ccccc1NC(=O)CSc1nnnn1CC(=O)O
    -1.8, -4, 4, 2, 2, -3, 0, 4, 0, -4
> Cc1cc(C)c(NC(=O)CN(c2ccccc2)S(=O)(=O)N(C)C)c(C)c1
    0.1, -9, -2, -1, 3, -3, 3, -3, 1, 1
> O=C(Nc1ccc(F)cc1)c1nsc(Cl)c1Cl
    1.9, 12, -9, 3, 6, -4, -7, -1, -2, 1
> N#C/C(=C/c1ccc(N2CCCCC2)cc1)c1cccc(F)c1
    1.0, -3, -11, 0, -2, -15, -3, 1, -7, -5
> CN(C)CCCN(C(=O)c1ccc(S(=O)(=O)N2CCCCC2)cc1)c1nc2cc3c(cc2s1)OCO3
    0.8, -2, -7, -3, 6, 14, -3, -3, 2, -2

By substructure, the compounds so far containing a carbonyl joined to an NH by a bond outside any ring
Every second line gives: PG9 binder, TDP2 absorb, HTRA1 inh, rCAG binder, TCR-CD3 inh, mABHD4 FP, NR1D1 modulator, LEDGF integ inh, SIAE primary, PRMT1 inh
> COc1cc(NC(=O)c2cccnc2)c(Cl)cc1NC(=O)c1ccccc1
    -1.1, 10, -2, 0, -1, 3, 8, 1, 2, -2
> COC(=O)c1ccccc1NC(=O)CSc1nnnn1CC(=O)O
    -1.8, -4, 4, 2, 2, -3, 0, 4, 0, -4
> Cc1cc(C)c(NC(=O)CN(c2ccccc2)S(=O)(=O)N(C)C)c(C)c1
    0.1, -9, -2, -1, 3, -3, 3, -3, 1, 1
> O=C(Nc1ccc(F)cc1)c1nsc(Cl)c1Cl
    1.9, 12, -9, 3, 6, -4, -7, -1, -2, 1

The results go on.
Every second line gives: PG9 binder, TDP2 absorb, HTRA1 inh, rCAG binder, TCR-CD3 inh, mABHD4 FP, NR1D1 modulator, LEDGF integ inh, SIAE primary, PRMT1 inh
> Cc1ccccc1N(CC(=O)NCCSCc1ccco1)S(C)(=O)=O
    1.4, 2, -7, 3, 3, 7, 0, 2, 7, 5
> O=C(NCc1nc2ccccc2[nH]1)C1=C[C@H](c2ccc(C(F)(F)F)cc2)C[C@H](OCc2ccc(CO)cc2)O1
    -0.6, 7, -64, 3, 2, -30, 7, 0, -32, -1
> COc1ccc(CN2CCC(C(=O)N3CCCC(C)C3)CC2)cc1OC (stereo not given)
    -1.3, -4, 4, -6, 7, 5, 3, 1, 5, -6
> CC1=C2NC(N)=[N+](Cc3ccc4c(c3)OCO4)CC2NOC1 (stereo not given)
    ., 1, ., ., ., 9, 1, 0, 9, 3
> FC(F)(F)c1cccc(Cc2noc(CN3CCCC3)n2)c1
    -2.9, -3, 5, -4, 5, -4, 2, 7, 6, -2
> CCN(Cc1ccccc1)C(=O)c1cc(COc2c(F)cccc2F)on1
    -1.9, -11, -17, -6, 1, -5, -1, -5, -3, 3
> C[C@H](NCc1c[nH]c2ccccc12)c1ccccc1
    -0.6, 0, 2, 4, -1, 2, -3, 6, 1, -5
> COc1ccc(C)cc1S(=O)(=O)n1cnc2ccccc21
    -2.2, -14, 4, 0, -2, -7, 2, 0, 12, -2
> CCOC(=O)c1ccc(N2C(=O)CC(NNC(=O)c3ccc(Br)s3)C2=O)cc1 (stereo not given)
    0.9, -9, ., 23, -2, -9, -5, 1, -4, 6
> COc1ccc(NC(=O)NN(C(=O)c2ccccc2)C(C)(C)C)cc1
    1.2, 4, 6, -2, -2, 5, -3, 0, 0, 0

Next section (2 carried over from the part before).
Every second line gives: PG9 binder, TDP2 absorb, HTRA1 inh, rCAG binder, TCR-CD3 inh, mABHD4 FP, NR1D1 modulator, LEDGF integ inh, SIAE primary, PRMT1 inh
> CCOC(=O)c1ccc(N2C(=O)CC(NNC(=O)c3ccc(Br)s3)C2=O)cc1 (stereo not given)
    0.9, -9, ., 23, -2, -9, -5, 1, -4, 6
> COc1ccc(NC(=O)NN(C(=O)c2ccccc2)C(C)(C)C)cc1
    1.2, 4, 6, -2, -2, 5, -3, 0, 0, 0
> Cc1ccc(C)c(S(=O)(=O)N2CCN(C(=O)Cn3[nH]c(=O)c4ccccc4c3=O)CC2)c1
    -0.4, -10, -3, 0, -3, -11, 0, 2, -7, -1
> Cc1cc(C)cc(C(=O)Nc2cccnc2Cl)c1
    -2.7, -1, -6, -1, -3, 5, 0, 3, 2, 0
> COc1ccc(CNC(=O)c2ccc(-c3ccccc3)cc2)cc1
    4.6, 5, -2, 4, -2, 2, ., -1, 2, -2
> Cc1ccc(NS(=O)(=O)c2ccc(C(=O)N3CC(C)OC(C)C3)cc2)cc1 (stereo not given)
    -1.6, 2, 9, -3, 10, -2, 2, -1, -5, 0
> COc1cccc(NC(=O)C2(C)CCN2Cc2cccc(OC)c2F)c1 (stereo not given)
    -1.6, 1, ., 1, 2, -10, 6, 1, -7, 0
> COc1ccc(NC(=O)c2ccco2)c([N+](=O)[O-])c1
    -5.1, -3, 2, -1, -4, -3, 6, -2, -3, 3
> CCOc1ccccc1Nc1ccnc2cc(Cl)ccc12
    -0.2, 9, -17, 1, -3, -2, 1, 0, 11, -3
> CCn1c(Oc2cccc(Br)c2)nc2c1c(=O)n(C)c(=O)n2C
    -4.4, -14, 2, -4, -2, 1, 3, 1, -4, -4
> Cn1c(SCc2ccc(F)cc2)nnc1-c1ccncc1
    0.2, 2, 10, 10, -5, 0, -2, -6, -9, 1
> CC(Cc1nnc(SCC(=O)O)n1N)c1ccccc1 (stereo not given)
    -2.8, -7, 10, 4, -2, 5, 1, 3, 2, -5
> O=C(NCCC1CCCC1)c1cccs1
    -0.9, 6, 6, -5, -1, 0, 0, 1, -1, 0
> COc1ccc(CCNC(=O)c2cnn3ccccc23)c(OC)c1OC
    1.3, 2, -6, 1, -1, 1, 1, -1, 7, 0
> Cc1cc([N+](=O)[O-])nn1CC(=O)Nc1c(C)n(C)n(-c2ccccc2)c1=O
    -0.4, 0, 5, 1, 10, 1, 4, -2, 11, 0
> O=C(c1cccc(C(F)(F)F)c1)N1CCCCCC1
    0.3, 4, 7, -2, 2, -3, -1, -1, 2, 1
> CSc1ccc(CN2CCN(C3CCCC3)C(CCO)C2)cc1 (stereo not given)
    1.2, -7, -12, -7, -1, 3, 1, -2, 5, 5
> Cc1[nH]nc2c1C(c1ccc(F)cc1)C(C#N)=C(N)O2 (stereo not given)
    0.1, 7, 3, 0, -4, 2, 5, 1, 12, 0
> O=C(CNc1ccc(Br)cc1)c1ccc(Br)s1
    1.4, -6, -7, 5, -2, -4, -3, 3, 10, -1
> CC(C)(C)C(=O)Nc1c(Br)c(C2CC2)nn1-c1ccccc1
    -1.3, -1, ., -2, 7, -1, -1, 1, -2, -3
> CN(Cc1ccccc1)C(=O)c1cccc(NC(=O)Cc2ccc([N+](=O)[O-])cc2)c1
    -1.0, -14, -11, 2, -2, -2, -3, 2, 0, -2
> Nc1ccn(CC(=O)NCc2ccc3[nH]ccc3c2)c(=O)n1
    -1.3, 4, 2, -3, 7, 3, 4, -3, 2, -2
> O=C(Nc1ccccc1)/C(=C\c1ccco1)NC(=O)c1ccco1
    -1.4, 7, -3, 5, -3, 6, 1, -1, 6, 13
> O=C(NCCCc1ccccc1)C1CCC(CNc2c(N3CCCCC3)c(=O)c2=O)CC1 (stereo not given)
    0.3, 13, -2, -4, 0, 3, -2, -1, 10, -1
> CC(=O)c1cccc(OCc2cc(C(=O)N3C[C@@H](C)O[C@@H](C)C3)no2)c1
    -0.6, 3, 1, -5, 4, 0, -2, -1, 6, 1
> COc1cc(Nc2ccn3nc(-c4ccc(F)cc4)cc3n2)cc(OC)c1OC
    -0.5, -6, ., 8, -9, 14, -1, -4, 12, 4
> Fc1ccc(Cn2nnnc2CN2CCc3ccccc3C2)cc1
    -1.0, 2, -13, -11, -1, 5, 7, 4, 0, 0
> O=C1N=C(N2CCN(c3ccccc3)CC2)S/C1=C/c1cccs1
    -3.7, 10, -10, 1, 1, -1, -2, 2, 6, -2
> Cc1noc(C)c1CCC(=O)N1CCCC(N2CCN(c3ccc(F)cc3)CC2)C1 (stereo not given)
    -1.5, 0, 2, -11, -2, 4, 2, 3, 5, 2
> CC(Sc1cccc[n+]1[O-])C(=O)NC1CCCCC1C (stereo not given)
    -0.7, -5, 0, 2, -8, -2, 5, -4, 6, 14
> Cn1c(CC(=O)NC(C)(C)CO)c(Sc2ccccc2)c2ccccc21
    -0.2, 3, -4, -5, 0, -1, 4, -1, 1, -2
